SUMO Mot1 rescue: blocks SUMOylation pathway, rescuing yeast Mot1-301 growth. S. cerevisiae Mot1-301 growth rescue, ATP luminescence, 38.5C; percent above DMSO median, 100 means doubled. growth rescue, % at 18.8 µM. 320,000 compounds, 1% hits;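 active = every valid replicate shows activation above 250% relative to neutral control wells; inactive = the rest, any valid replicate at or below 250%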;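 note: OY570 slx delta 5 strain wells were the positive control but not used for scaling; some compounds called inactive have numbers as strong as hits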
MITF act: MITF TRPM1 promoter activation in melanoma cells; activation, % at 12.5 µM; 300,000 compounds, 0.75% hits; AID 588334; SK-MEL-5 TRPM1-promoter luciferase, 24 h; % of positive control, neutral wells = 0;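 active = mean activation of at least 80% with every replicate also reaching 80%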;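 note: 0% = neutral control wells and 100% = parthenolide positive control wells; values of inactives mirror those of a sister screen read the other way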
PKA-R2B activ: activators of human PKA-R2B complex | P22694+P31323 | PKA-R2B holoenzyme dissociation, Cy5-IP20 fluorescence polarization; R2B truncated from residue 108, S112A mutant; 0% DMSO only, 100% 113 µM cGMP | activation, % at 11.4 µM | 340,000 compounds, 0.079% hits;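 active = activation above a cutoff set at the mean over all compounds plus 3 SD, cut at about 18% in these data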;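 note: higher means more holoenzyme dissociation and a rise in polarization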
CDK5 p35 inh: CDK5/p35 (human) kinase inhibition | 330,000 compounds, 0.01% hits | Recombinant CDK5/p35, ADP-Glo luminescence, 60 min | AID 488839 | inhibition, % at 10 µM;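 active = highest replicate inhibition of at least 50% and at least 75% of replicates reaching 50%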;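 note: plate controls were DMSO neutral control for no effect and GW8510 at 10 µM for full effect; many of its hits are not listed in these tables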
Arrestin-AP2 inh: blocks beta-arrestin peptide binding to AP2 adaptin; 340,000 compounds, 0.31% hits; inhibition, % at 10 µM; FITC-arrestin peptide / GST-AP2 beads, flow cytometry; AP2 beta2 appendage carries R879A mutation;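 active = inhibition above a set limit, near 3 SD of compounds lacking own fluorescence, cut at about 54% in these data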;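 note: plate controls were DMSO wells for no effect and 5 µM unlabelled arrestin peptide for full effect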
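test system = AP2 appendage R879A on GSH beads | buffer or medium = PBS plus Tween 20 (0.05%) and BSA (0.1%) | incubation = 12 min plus 1 h, RT | detection = bead flow cytometry, FITC channel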
SR-BI DiI-HDL act: enhances SR-BI lipid uptake from DiI-HDL; CHO ldlA[mSR-BI] cells, DiI-HDL uptake fluorescence, 3 h; 100 = double the neutral-control signal; activation, % at 12.5 µM; 320,000 compounds, 0.096% hits; AID 504775;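 active = mean replicate activation of at least 60% and every replicate at or above 60%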;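 note: 0% = median plate neutral-control signal and 100% = twice that signal; values of inactives mirror those of a sister screen read the other way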
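Test system: SR-BI-overexpressing, LDLR-lacking CHO cells; Also added: labelled HDL, 10 µg/mL; Measured by: bottom-read cell fluorescence after medium removal, ex 550/em 595 nm; Timing: 3 h uptake period with compound, 37 °C; Buffer or medium: F12, 0.5% BSA, 25 mM HEPES; Doses: single compound concentration, delivered by pin transfer.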
dFosB act: enhances mouse delta FosB homodimer DNA binding; P13346; purified delta FosB, TAMRA-CDK5 oligo fluorescence polarization; percent of positive-control signal above neutral wells; activation, % at 25 µM; 340,000 compounds, 0.99% hits; AID 493131;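 active = mean activation above about 17%, with every replicate also reaching it, limit read from the data, passing the limit was not always enough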;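 note: fluorescence polarization rise as delta FosB binds a TAMRA Cdk5 AP-1 oligo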
DSG3 Ab inh: blocks pemphigus antibody binding to human desmoglein-3. P32926. DSG3-coupled beads, scFv-anti-DSG3-GFP binding, flow cytometry; stronger effect = lower value. binding (percent of control), % at 10 µM. 310,000 compounds, 0.48% hits;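 active = binding more than 3 SD below its plate's average and above zero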; note: some compounds called inactive have numbers as strong as hits
Target sequence (P32926 whole entry, looked up): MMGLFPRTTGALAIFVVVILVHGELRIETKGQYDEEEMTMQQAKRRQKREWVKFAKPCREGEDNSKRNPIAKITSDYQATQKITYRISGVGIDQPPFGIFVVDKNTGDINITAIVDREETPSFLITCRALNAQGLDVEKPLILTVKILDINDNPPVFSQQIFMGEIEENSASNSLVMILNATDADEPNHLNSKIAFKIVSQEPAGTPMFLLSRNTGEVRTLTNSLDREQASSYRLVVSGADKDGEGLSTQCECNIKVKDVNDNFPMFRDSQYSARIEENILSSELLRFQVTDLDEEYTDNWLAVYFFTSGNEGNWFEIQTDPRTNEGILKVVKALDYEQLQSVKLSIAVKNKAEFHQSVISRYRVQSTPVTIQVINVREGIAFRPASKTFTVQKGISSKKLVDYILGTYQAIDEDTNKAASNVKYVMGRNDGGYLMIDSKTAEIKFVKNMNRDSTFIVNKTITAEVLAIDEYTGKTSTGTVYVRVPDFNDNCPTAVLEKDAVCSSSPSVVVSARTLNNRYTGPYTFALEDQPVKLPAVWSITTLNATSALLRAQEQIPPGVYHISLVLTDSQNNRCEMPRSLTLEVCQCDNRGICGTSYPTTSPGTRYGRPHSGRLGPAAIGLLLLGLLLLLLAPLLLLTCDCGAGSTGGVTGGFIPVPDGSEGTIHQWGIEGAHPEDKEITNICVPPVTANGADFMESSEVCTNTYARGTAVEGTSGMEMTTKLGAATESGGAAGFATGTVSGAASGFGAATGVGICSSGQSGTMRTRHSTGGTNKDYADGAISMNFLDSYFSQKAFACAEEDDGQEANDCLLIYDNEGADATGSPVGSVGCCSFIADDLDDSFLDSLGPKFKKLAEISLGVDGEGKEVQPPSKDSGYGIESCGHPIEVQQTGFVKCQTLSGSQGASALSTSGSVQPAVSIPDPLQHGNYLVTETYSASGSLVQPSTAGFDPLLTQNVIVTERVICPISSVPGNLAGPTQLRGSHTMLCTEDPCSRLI
SR-BI HDL uptake: mouse SR-BI HDL lipid transfer inhibition; Q61009; 320,000 compounds, 0.96% hits; ldlA[mSR-BI] CHO cells, DiI-HDL uptake fluorescence, 3 h; AID 488896; inhibition, % at 12.5 µM;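 active = mean replicate inhibition of at least 70% and a set share of replicates each scoring 70 or more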;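 note: 0% = median of neutral control wells and 100% = median of positive control wells; values of inactives mirror those of a sister screen read the other way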
PKA-R1A act: PKA-R1A complex activation | activation, % at 11.4 µM | 340,000 compounds, 0.083% hits | PKA-R1A dissociation, Cy5-IP20 fluorescence polarization; scaled: DMSO 0%, 113 µM cGMP 100% | P00514+P68181;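 active = percent activation above the mean of all tested compounds plus 3 SD, cut at about 19% in these data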;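 note: higher means more PKAc released from R1A so a rise in polarization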
NSD2 HMT inh: blocks human histone methyltransferase NSD2; O96028; NSD2 peptide methylation, AlphaScreen, 120 min; inhibition, % at 12.5 µM; 310,000 compounds, 0.54% hits; AID 743445; in the data active = inhibition above about 50%
An asterisk follows results filed as active; . = no result given.

SMILES	SUMO Mot1 rescue	MITF act	PKA-R2B activ	CDK5 p35 inh	Arrestin-AP2 inh	SR-BI DiI-HDL act	dFosB act	DSG3 Ab inh	SR-BI HDL uptake	PKA-R1A act	NSD2 HMT inh
Cc1nn(-c2ccccc2)c(N)c1N=Nc1ccc(Cl)cc1	4	23	-12	0.2	-3	-57	-2	93	57	-22	6
COc1ccc([C@H]2CC(=O)C=C(c3cc(Cl)ccc3C)C2)cc1	8	0	0	1.1	7	-48	-2	106	48	7	.
CN(C(=O)C1CCOC1)c1nnc(-c2ccccn2)s1 (configuration not stated)	-5	77	-5	-2.2	2	-6	-3	105	6	-9	-4
CCOC(=O)c1c(CN2CCCCC2)n(C)c2ccc(OC)c(S(=O)(=O)c3ccccc3)c12	18	-8	4	-0.4	2	21	-8	104	-21	3	.
CC(C)(C)Cc1nnc(NC(=O)c2ccco2)s1	2	.	-3	0.3	4	-7	-3	100	7	-2	0
CCCn1c(=N)c(S(=O)(=O)c2ccccc2)cc2c(=O)n3ccccc3nc21	-11	-3	-5	-1.4	30	-23	-23	104	23	-2	-4
COC(=O)CC1(C(=O)OC)Oc2ccc(Br)cc2C(=O)N1c1cccc(Cl)c1Cl (configuration not stated)	10	-13	-1	-0.3	12	-8	-6	115	8	-11	-6
CCOCCCNS(=O)(=O)c1ccc(NC(=O)C2CC(=O)N(c3ccc(C)cc3)C2)cc1 (configuration not stated)	598	-13	-3	0.1	15	-9	-10	95	9	3	-2
Clc1cccc(Cl)c1COc1ccccc1CNn1cnnc1	21	-25	2	-1.5	-16	-12	0	101	12	-2	2
CCOC(=O)c1cn(CC2CC2)c2cc(F)c(F)cc2c1=O	-8	-9	-3	-3.5	2	5	-7	101	-5	-5	-1
Cc1cccc(Cc2ncc(C(F)(F)F)cc2Cl)c1	15	-3	9	0.4	28	17	-1	104	-17	-13	-4
CCOC(=O)c1cnn(-c2ccc(F)cc2)c1N	-5	-1	8	0.3	.	-1	-12	94	1	-4	-1
COc1ccc(NC(=O)c2cccc(NC(=O)C(C)C)c2)c([N+](=O)[O-])c1	-3	53	9	-0.3	5	-6	-4	102	6	-3	-1
O=C(Nc1cnn(C23CC4CC(CC(C4)C2)C3)c1)c1cc(-c2ccccc2)on1	2	3	-6	0.5	-15	-11	-7	120	11	1	-4
CCC1=NN2C(=N)/C(=C\c3cccn3-c3cccc(Cl)c3)C(=O)N=C2S1	159	-5	4	1.8	-2	-14	-25	87	14	0	11
O=C(CN(c1ccccc1)S(=O)(=O)c1ccccc1)N/N=C/c1ccco1	-6	8	-10	1.4	-11	14	-5	94	-14	-1	4
O=[N+]([O-])c1ccccc1C1Nc2cccc3cccc(c23)N1	0	-22	3	2.2	9	-14	-12	107	14	0	6
COCCNC(=O)C(c1ccc(F)cc1)N(CC1CCCO1)C(=O)CCC(=O)Nc1ccccn1 (configuration not stated)	.	-13	0	-1.0	-11	-1	5	100	1	-4	-1
O=S(=O)(c1ccc(Cl)cc1)N1CCC(O)(c2cccnc2)CC1	4	11	1	-0.2	43	3	5	104	-3	-5	.
COc1ccc(C2CC(=O)c3sc(N)nc3C2)cc1 (configuration not stated)	8	12	-12	0.4	3	12	-13	97	-12	-3	3
CC1CCc2[nH]c3ccc(C(=O)O)cc3c2C1 (configuration not stated)	2	2	7	1.5	10	34	9	117	-34	-11	0
O=C(N1CCCC1)N1CCN(S(=O)(=O)c2ccccc2)CC1	1	7	-1	-1.2	-5	.	1	120	.	0	-5
COC(=O)c1c(NC(=O)COC(=O)CCNS(=O)(=O)c2ccc(NC(C)=O)cc2)sc(C)c1C	1	3	5	-2.8	3	-9	-8	93	9	2	-3
O=C(NCc1ccco1)C1Cc2ccccc2CN1C(=O)c1ccco1 (configuration not stated)	13	10	-2	-5.3	-16	-19	-14	103	19	-1	-3
COc1ccc([C@H]2CC(=O)C=C(c3cc(F)ccc3OC)C2)cc1	7	-19	-6	-0.6	-1	-37	-3	96	37	-3	.

10 consecutive compounds out of the list so far, for reference:
SMILES	SUMO Mot1 rescue	MITF act	PKA-R2B activ	CDK5 p35 inh	Arrestin-AP2 inh	SR-BI DiI-HDL act	dFosB act	DSG3 Ab inh	SR-BI HDL uptake	PKA-R1A act	NSD2 HMT inh
Cc1nn(-c2ccccc2)c(N)c1N=Nc1ccc(Cl)cc1	4	23	-12	0.2	-3	-57	-2	93	57	-22	6
COc1ccc([C@H]2CC(=O)C=C(c3cc(Cl)ccc3C)C2)cc1	8	0	0	1.1	7	-48	-2	106	48	7	.
CN(C(=O)C1CCOC1)c1nnc(-c2ccccn2)s1 (configuration not stated)	-5	77	-5	-2.2	2	-6	-3	105	6	-9	-4
CCOC(=O)c1c(CN2CCCCC2)n(C)c2ccc(OC)c(S(=O)(=O)c3ccccc3)c12	18	-8	4	-0.4	2	21	-8	104	-21	3	.
CC(C)(C)Cc1nnc(NC(=O)c2ccco2)s1	2	.	-3	0.3	4	-7	-3	100	7	-2	0
CCCn1c(=N)c(S(=O)(=O)c2ccccc2)cc2c(=O)n3ccccc3nc21	-11	-3	-5	-1.4	30	-23	-23	104	23	-2	-4
COC(=O)CC1(C(=O)OC)Oc2ccc(Br)cc2C(=O)N1c1cccc(Cl)c1Cl (configuration not stated)	10	-13	-1	-0.3	12	-8	-6	115	8	-11	-6
CCOCCCNS(=O)(=O)c1ccc(NC(=O)C2CC(=O)N(c3ccc(C)cc3)C2)cc1 (configuration not stated)	598	-13	-3	0.1	15	-9	-10	95	9	3	-2
Clc1cccc(Cl)c1COc1ccccc1CNn1cnnc1	21	-25	2	-1.5	-16	-12	0	101	12	-2	2
CCOC(=O)c1cn(CC2CC2)c2cc(F)c(F)cc2c1=O	-8	-9	-3	-3.5	2	5	-7	101	-5	-5	-1

Later entries.
SMILES	SUMO Mot1 rescue	MITF act	PKA-R2B activ	CDK5 p35 inh	Arrestin-AP2 inh	SR-BI DiI-HDL act	dFosB act	DSG3 Ab inh	SR-BI HDL uptake	PKA-R1A act	NSD2 HMT inh
CC(C)(C)OC(=O)N1Cc2[nH]c3ccccc3c2C[C@@H]1C(=O)O	-25	-9	-9	0.9	-7	36	1	.	-36	-6	0
COCC1CCN(C(=O)CCc2nnc(C3(c4ccc(Cl)cc4)CCC3)o2)CC1	15	24	-11	0.3	6	8	-4	.	-8	6	2
CCc1ccc2[nH]c(=O)c(CN(CCN(C)C)C(=S)NCc3ccco3)cc2c1	0	3	3	0.2	38	-23	-18	86	23	7	9
CCCCCC(=O)Nc1ccc2oc(-c3cncc(Br)c3)nc2c1	2	20	-9	1.6	16	-29	-3	103	29	0	-4
C=CCn1c(COc2ccccc2)nnc1SCC(=O)C(C)(C)C	-11	3	-12	-2.9	1	-16	5	112	16	-5	0
O=[N+]([O-])c1nn(-c2ccc3c(c2)OCCO3)n(O)c1=NC1CCCCC1	34	.	-10	1.5	20	-1	-4	.	1	7	8
Cc1ccc(CN2CCN(Cc3nc4ccccc4nc3C)CC2CCO)cc1 (configuration not stated)	43	-4	-1	1.0	15	.	-6	96	.	-6	.
NC(N)=N/N=C/c1ccc(OS(=O)(=O)c2ccccc2)cc1	92	5	8	0.4	21	4	-13	109	7	-7	6
COc1ccc(/C=N/NC(=O)c2cccc([N+](=O)[O-])c2)cc1OC(=O)c1ccc(C)cc1	4	1	-10	0.9	-1	0	-4	.	0	-11	-2
Clc1ccc(-c2nnc3sc(Cc4cccs4)nn23)cc1	-39	-15	-8	0.5	5	11	-7	105	-11	-7	0
O=C(O)CCCN1C(=O)c2ccc(C(=O)c3cccc([N+](=O)[O-])c3)cc2C1=O	2	-5	-7	0.5	37	0	4	106	0	-5	-4
Cc1oc(-c2cccc(Cl)c2)nc1CS(=O)(=O)CC(=O)NC1CCCC1	0	3	8	2.0	10	-2	-4	103	2	1	-2
COc1ccc(CNC(=O)C2(CC3CC(c4ccccc4)=NO3)CCN(C(=O)C3CCCC3)CC2)cc1 (configuration not stated)	14	13	4	1.1	4	-5	-3	.	5	0	.
CCOC(=O)C1=C(CC)NC2=C(C(=O)CCC2)C1c1ccc(OC)c(OC)c1 (configuration not stated)	19	-12	-5	1.4	8	-13	-4	101	13	6	-4
O=C(c1cccc(NS(=O)(=O)c2cccc([N+](=O)[O-])c2)c1)N1CCOCC1	258	5	-1	-1.7	5	23	-1	99	-23	1	6
O=c1cc(-c2ccc([N+](=O)[O-])cc2)nc2cc(-c3ccc(F)cc3)[nH]n12	-10	4	1	-0.4	19	16	-8	100	-16	-1	-2
COc1ccc(-c2sc3ccc(N4CCOCC4)cc3c2C#CCO)cc1	-2	-24	3	-1.9	-4	-56	-5	98	56	-2	.
COc1ccc(NC(=O)CCS(=O)(=O)c2ccc(Cl)cc2)cc1	399	-4	-4	0.5	2	-20	-3	121	20	2	3
Cn1nc(C(=O)N2CCc3ccccc3C2)c2ccccc2c1=O	-5	-2	4	-1.7	2	1	4	.	-1	-6	-2
CCOc1ccccc1N(C(=O)c1ccccc1Cl)C1=NC(C)(C)CS1	.	-4	-4	-2.1	-26	2	2	105	-2	-6	-4
CC(=O)c1ccc(OC(=O)CN2C(=O)c3ccccc3C2=O)cc1	-7	-12	2	-0.2	-3	.	-1	99	.	12	-2
CCOC(=O)CSc1nc2c(sc(=S)n2-c2ccccc2OC)c(=O)n1Cc1ccco1	4	-1	2	-1.3	43	14	-8	99	-14	-1	0
O=C(NCC1CCCO1)c1ccc(N2C(=O)C3CCCCC3C2=O)cc1 (configuration not stated)	47	-2	-5	0.5	-3	2	-1	83	-2	8	-2
CCOc1nc(CC(C)C)c2c(c1C#N)CC(C)(C)OC2	-19	0	-9	-3.3	-4	.	-2	101	.	3	12
Cc1ccc(CN2CCSc3ccc(C(=O)NCCCN4CCN(C)CC4)cc32)cc1	-5	7	-6	0.9	14	-18	-10	105	18	-5	29
